Compound activity (PubChem)
FadD28 FP inh – inhibitors of Mycobacterium tuberculosis FadD28 bisubstrate binding; FadD28 bisubstrate probe binding, fluorescence polarization; inhibition, % at 12.5 µM; hit rate 0.22% among 360,000; AID 588549; in the data active = inhibition above about 8.5%, passing the limit was not always enough; inconclusive = no clear call, values can overlap the other calls
BoNT A protease – BoNT A light chain protease inhibition; inhibition, % at 10 µM; multiplex microsphere protease substrate cleavage, flow cytometry; AID 588499; hit rate 0.17% among 360,000; note: plate controls were buffer without enzyme for full effect and enzyme alone for no effect
PrPC TRFRET – inhibitors of human cell surface prion protein PrPC; TR-FRET read-out; inhibition, % at 13.8 µM; hit rate 0.43% among 370,000; AID 720596; in the data active = inhibition above about 24%; note: 0% = median of the test wells and 100% = reference compound wells
Anthrax LF prot – anthrax lethal factor protease inhibition | multiplex microsphere protease cleavage assay, LF | inhibition, % at 10 µM | hit rate 0.12% among 360,000 | AID 588501; note: plate controls were buffer without enzyme for full effect and enzyme alone for no effect
TcdB inh – TcdB glycohydrolase inhibition; P18177; TcdB glycohydrolase enzymatic assay, plate reader; inhibition, % at 9.99 µM; hit rate 0.24% among 350,000; AID 652162; in the data active = inhibition above about 10%
Target sequence (P18177 whole entry, looked up): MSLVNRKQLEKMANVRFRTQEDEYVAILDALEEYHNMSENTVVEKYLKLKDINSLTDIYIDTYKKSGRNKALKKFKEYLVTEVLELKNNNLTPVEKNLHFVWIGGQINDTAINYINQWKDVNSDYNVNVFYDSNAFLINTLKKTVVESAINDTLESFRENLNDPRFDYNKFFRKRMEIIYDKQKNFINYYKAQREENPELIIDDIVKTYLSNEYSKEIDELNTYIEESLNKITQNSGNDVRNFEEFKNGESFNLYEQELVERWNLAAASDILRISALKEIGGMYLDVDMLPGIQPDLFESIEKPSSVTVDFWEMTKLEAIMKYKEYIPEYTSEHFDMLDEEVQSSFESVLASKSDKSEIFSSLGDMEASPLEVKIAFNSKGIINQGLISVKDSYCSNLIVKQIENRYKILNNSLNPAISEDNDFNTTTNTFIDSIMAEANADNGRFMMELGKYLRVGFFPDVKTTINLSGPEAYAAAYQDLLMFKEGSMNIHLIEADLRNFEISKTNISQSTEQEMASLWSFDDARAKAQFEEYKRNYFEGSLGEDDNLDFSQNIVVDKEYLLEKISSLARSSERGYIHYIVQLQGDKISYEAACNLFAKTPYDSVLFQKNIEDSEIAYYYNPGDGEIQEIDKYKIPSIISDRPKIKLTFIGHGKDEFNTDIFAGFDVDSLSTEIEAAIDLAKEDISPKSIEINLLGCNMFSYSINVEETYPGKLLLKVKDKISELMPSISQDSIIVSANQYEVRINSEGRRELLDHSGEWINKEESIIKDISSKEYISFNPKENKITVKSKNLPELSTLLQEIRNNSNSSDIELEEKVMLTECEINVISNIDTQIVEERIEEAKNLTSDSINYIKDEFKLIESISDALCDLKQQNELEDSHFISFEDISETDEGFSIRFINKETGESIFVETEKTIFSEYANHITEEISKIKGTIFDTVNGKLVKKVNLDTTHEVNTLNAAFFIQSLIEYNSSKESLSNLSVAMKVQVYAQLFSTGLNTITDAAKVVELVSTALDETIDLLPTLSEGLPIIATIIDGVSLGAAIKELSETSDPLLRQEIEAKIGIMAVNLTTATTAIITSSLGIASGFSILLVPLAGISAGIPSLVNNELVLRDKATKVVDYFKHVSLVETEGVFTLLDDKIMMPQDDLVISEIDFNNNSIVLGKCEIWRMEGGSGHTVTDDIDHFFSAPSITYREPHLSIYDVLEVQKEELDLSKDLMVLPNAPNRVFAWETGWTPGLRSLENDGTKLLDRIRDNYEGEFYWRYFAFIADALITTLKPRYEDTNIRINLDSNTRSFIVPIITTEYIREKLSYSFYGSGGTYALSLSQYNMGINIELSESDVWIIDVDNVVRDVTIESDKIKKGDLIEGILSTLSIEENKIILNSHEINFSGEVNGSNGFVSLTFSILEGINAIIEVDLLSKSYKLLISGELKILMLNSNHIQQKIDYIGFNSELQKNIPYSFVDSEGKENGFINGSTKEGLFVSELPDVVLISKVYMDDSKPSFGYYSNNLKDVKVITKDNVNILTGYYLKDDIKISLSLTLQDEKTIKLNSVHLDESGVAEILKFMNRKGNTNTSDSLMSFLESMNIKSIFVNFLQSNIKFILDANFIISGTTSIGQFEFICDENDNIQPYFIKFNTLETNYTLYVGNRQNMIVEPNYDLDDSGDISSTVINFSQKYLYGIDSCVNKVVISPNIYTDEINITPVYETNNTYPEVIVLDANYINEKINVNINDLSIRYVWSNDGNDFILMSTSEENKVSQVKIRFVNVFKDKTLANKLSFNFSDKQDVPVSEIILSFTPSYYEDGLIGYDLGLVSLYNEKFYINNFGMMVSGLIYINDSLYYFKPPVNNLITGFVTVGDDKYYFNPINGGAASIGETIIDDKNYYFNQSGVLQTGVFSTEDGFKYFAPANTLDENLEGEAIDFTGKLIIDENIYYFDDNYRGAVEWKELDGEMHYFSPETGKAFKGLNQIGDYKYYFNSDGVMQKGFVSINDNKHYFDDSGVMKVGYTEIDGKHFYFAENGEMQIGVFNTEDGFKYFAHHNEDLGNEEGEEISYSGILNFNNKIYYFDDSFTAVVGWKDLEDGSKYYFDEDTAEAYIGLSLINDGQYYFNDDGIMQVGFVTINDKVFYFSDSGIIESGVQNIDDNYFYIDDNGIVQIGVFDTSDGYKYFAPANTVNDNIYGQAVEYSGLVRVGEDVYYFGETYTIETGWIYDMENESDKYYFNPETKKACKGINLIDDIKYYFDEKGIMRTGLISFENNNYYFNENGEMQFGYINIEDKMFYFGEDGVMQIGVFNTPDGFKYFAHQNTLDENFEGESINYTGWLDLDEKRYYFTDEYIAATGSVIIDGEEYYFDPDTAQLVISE
Yp Topo-I inh – blocks Yersinia pestis topoisomerase I activity | Y. pestis Topo-I cleavage product accumulation, plate reader | hit rate 0.064% among 360,000 | activity, % at 10 µM; in the data active = activity above about 50%, passing the limit was not always enough; inconclusive = no clear call, values can overlap the other calls; note: inactives centre near 2
PfHsp40 rescue – rescue of PfHsp40-mediated yeast toxicity. S. cerevisiae expressing PfHsp40, growth rescue, ATP luminescence. growth rescue, % at 12.5 µM. hit rate 0.68% among 340,000; in the data active = growth rescue above about 28%, passing the limit was not always enough; inconclusive = no clear call, values can overlap the other calls;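 note: yeast W303a lacking pdr1 and pdr3 grown in galactose medium; growth measured after three days at 30 °C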
BoNT-F LC inh – blocks Botulinum neurotoxin F light chain protease. hit rate 0.22% among 360,000. AID 588497. inhibition, % at 10 µM. Multiplex microsphere protease cleavage assay, flow cytometry; in the data active = inhibition above about 35%, passing the limit was not always enough; inconclusive = no clear call, values can overlap the other calls; note: plate controls were buffer without enzyme for full effect and enzyme alone for no effect
CCHFV vOTU inh – CCHFV vOTU protease inhibition; Pep-AMC fluorescence; inhibition, % at 11.5 µM; hit rate 0.55% among 370,000; AID 651958; in the data active = inhibition above about 30%; note: 0% = vehicle wells with enzyme and 100% = no enzyme wells
Active calls of the source: *; ? = inconclusive; . = not tested or not shown; & = joins results of further samples. Cut-off read from the data, not from the text of the source, unless noted: active = inhibition above about 30%; inconclusive = no clear call, values can overlap the other calls; inactive = below that.

Sequence of screens: FadD28 FP inh, BoNT A protease, PrPC TRFRET, Anthrax LF prot, TcdB inh, Yp Topo-I inh, PfHsp40 rescue, BoNT-F LC inh, CCHFV vOTU inh
- Cc1ccc(-c2noc(CN3CCC(C(N)=O)CC3)n2)cc1
  -4.5, -0.6, -2, -2, ., 2, -0.1, -29, 7
- O=C(OC(C(=O)Nc1ccc(Cl)cc1C(F)(F)F)c1ccccc1)c1c(Cl)cccc1Cl (stereo not drawn)
  -1.0, 0.4, 11, 0, -0.2, 26, -0.4, -3, 14
- O=C(Nc1cccc(O)c1)c1cc(-c2cccs2)on1
  0.5, 1.3, 0, 0, 1.2, 2, 4.0, -1, 0
- CC[C@]1(C(=O)OC)[C@H]2C(=O)N(C)C(=O)[C@H]2[C@H]2CN=C(SCc3ccc(Cl)cc3)N21
  -2.7, 0.1, -3, 2, 0.9, 22, 1.7, 0, -3
- COc1ccc2cc(S(=O)(=O)N3CCOCC3)ccc2c1
  -1.1, 0.6, 1, 1, ., -2, 1.6, 4, -3
- CCOC(=O)c1oc2ccccc2c1NC(=O)COC
  -0.2, 0.0, 9, -4, ., 2, -0.3, -8, 2
- Cc1cccc(NC(=S)N2CCN(S(=O)(=O)c3ccc(F)cc3)CC2)c1
  -1.1, 1.1, -1, -7, 3.8, 5, 0.5, -11, -11
- COCCN(C(=O)CSc1nc2ccccc2o1)c1c(N)n(Cc2ccccc2)c(=O)[nH]c1=O
  -2.5, ., 0, ., 0.3, 5, 0.4, ., -14
- COc1ccc(CNC(=O)Cn2cncn2)cc1OC
  1.0, 0.5, -2, 2, 8.9, -1, 1.4, 0, -11
- CC1CN(S(=O)(=O)c2ccc(C(=O)Nc3ccccc3F)cc2)CC(C)O1 (stereo not drawn)
  -1.5, -0.2, -10, 1, -0.1, 3, 0.4, -3, 4
- Cc1ccc(NC2CCCN(C(=O)c3cnc4ccccn4c3=O)C2)cc1C (stereo not drawn)
  1.8, -0.3, -6, -1, 0.9, -5, 0.4, -2, 8
- NC(=O)CN1CCCC1=O
  1.7, -0.8, -2, -3, 0.7, -10, 12, 3, -5
- COc1ccc(CN2CCc3c([nH]c4ccccc34)C2)c(OC)c1C
  -3.5, ., -4, ., 0.9, 5, 3.5, ., -3
- COCCn1c(SCC(=O)NC2CCCCC2)nnc1-c1ccco1
  0.2, -2.1, -6, 2, 0.1, 5, 0.9, 2, 5
- COc1ccc(NC(=O)c2cc(-c3cc(F)ccc3OC)n[nH]2)c(OC)c1
  -4.8, -0.3, 10, 0, 0.5, -1, ., -6, -2
- CC(=O)c1c(O)cc(=O)n(-c2ccccc2)c1-c1cccc2ccccc12
  2.5, -0.7, -5, 1, ., 11, 1.1, -5, 11
- Cc1nc2ccccc2c(=O)n1NC(=O)/C=C/c1ccc(Br)cc1
  -2.4, 0.5, 1, -1, -0.2, -5, 0.5, 1, -4
- Cc1ccccc1NC(=S)N1CCOCC1
  -1.0, 0.0, 9, -3, 0.0, -3, 0.3, 1, 3
- CC(C)n1c(=O)c2ccccc2n1Cc1cn(C2CCCC2)nn1
  -3.8, -0.4, 8, -1, -0.5, ., ., -1, -3
- CC1CCN(S(=O)(=O)N2CCC(C(=O)NCc3ccc(F)cc3Cl)CC2)CC1
  0.4, -0.4, 3, 2, -0.3, 3, ., -6, -9
- O=[N+]([O-])c1ccc(NS(=O)(=O)c2cccc3cccnc23)cc1
  1.8, -0.1, 3, -6, 6.0, 9, -0.3, 20, 8
- CC1CC(=O)N(c2ccc(NCCc3ccc(O)cc3)c([N+](=O)[O-])c2)C1=O (stereo not drawn)
  0.1, -1.2, -43, -7, 12*, -2, 0.0, -12, 16
- COc1ccc(Cl)cc1NC(=O)CN(C)C(=O)c1ccc2c(c1)CC(c1ccccc1)OC2=O (stereo not drawn)
  -0.3, 0.1, -8, -8, -1.2, 19, 1.3, 0, -8
- Nc1c(Cl)c(Cl)nc(C(=O)N/N=C/c2ccco2)c1Cl
  -1.1, -0.2, -1, -4, 0.4, -3, 0.6, ?, -5
- Cc1c(Cl)cccc1NS(=O)(=O)c1ccccc1
  -3.6, -0.2, 0, -2, 2.4, 4, 3.0, -6, 16
- CCc1nn(CCCC(=O)N(C)Cc2ccccc2)c(=O)c2cc3occc3n12
  0.1, 1.9, -4, -2, 2.0, 18, -0.6, -2, 2
- CC(C)NC(=O)c1cc(C2CCCCN2C(=O)CCCc2ccccc2)on1 (stereo not drawn)
  0.0, -0.2, -9, -9, 1.1, 13, ., -2, 9
- C=C(C)CSc1nc2nc(C)cc(C)n2n1
  -3.0, 0.2, 6, -2, ., -7, -2.0, 5, 12
- Cc1ccc(C(=O)N2CCSC2=S)cc1
  -4.5, -1.1, 0, 1, 3.0, 6, 7.3, -11, -10
- O=C(NCC(F)(F)F)c1cc2c(c(-c3cccc(-c4ccccc4F)c3)n1)[C@@H](CCO)N(C(=O)CC1CC1)C2
  ., 0.1, 12, 1, -0.3, ., ., 11, 18

An excerpt from above in order of length of the SMILES, falling:
Sequence of screens: FadD28 FP inh, BoNT A protease, PrPC TRFRET, Anthrax LF prot, TcdB inh, Yp Topo-I inh, PfHsp40 rescue, BoNT-F LC inh, CCHFV vOTU inh
- O=C(NCC(F)(F)F)c1cc2c(c(-c3cccc(-c4ccccc4F)c3)n1)[C@@H](CCO)N(C(=O)CC1CC1)C2
  ., 0.1, 12, 1, -0.3, ., ., 11, 18
- CC[C@]1(C(=O)OC)[C@H]2C(=O)N(C)C(=O)[C@H]2[C@H]2CN=C(SCc3ccc(Cl)cc3)N21
  -2.7, 0.1, -3, 2, 0.9, 22, 1.7, 0, -3
- COCCN(C(=O)CSc1nc2ccccc2o1)c1c(N)n(Cc2ccccc2)c(=O)[nH]c1=O
  -2.5, ., 0, ., 0.3, 5, 0.4, ., -14
- CC1CC(=O)N(c2ccc(NCCc3ccc(O)cc3)c([N+](=O)[O-])c2)C1=O (stereo not drawn)
  0.1, -1.2, -43, -7, 12*, -2, 0.0, -12, 16
- Nc1c(Cl)c(Cl)nc(C(=O)N/N=C/c2ccco2)c1Cl
  -1.1, -0.2, -1, -4, 0.4, -3, 0.6, ?, -5
- Cc1ccc(-c2noc(CN3CCC(C(N)=O)CC3)n2)cc1
  -4.5, -0.6, -2, -2, ., 2, -0.1, -29, 7
- Cc1ccc(C(=O)N2CCSC2=S)cc1
  -4.5, -1.1, 0, 1, 3.0, 6, 7.3, -11, -10

The list continues.
Sequence of screens: FadD28 FP inh, BoNT A protease, PrPC TRFRET, Anthrax LF prot, TcdB inh, Yp Topo-I inh, PfHsp40 rescue, BoNT-F LC inh, CCHFV vOTU inh
- CC(=NC1CCCCC1)C1=C(O)c2ccccc2C1=O
  -2.4, ?, -6, 4, ., -9, -0.1, 2, 3
- CC(=O)N1c2ccc(S(=O)(=O)N3CCCC(C(=O)Nc4ccc(C)cc4C)C3)cc2CC1C (stereo not drawn)
  -3.1, -0.2, 7, 2, 1.0, 4, -0.4, -2, -2
- CCOc1ccc2nc(-c3ccccc3)[nH]c2c1
  -4.7, -1.6, 14, -8, ., 5, 11, -3, -46
- CC(=O)Nc1ccc(S(=O)(=O)Nc2nc3ccccc3nc2Sc2nncn2C)cc1
  -3.5, 0.2, -7, 0, ., -5, 0.6, -7, -10
- O=C(Cn1cnc2cc([N+](=O)[O-])ccc2c1=O)Nc1cccc(S(=O)(=O)N2CCCCC2)c1
  1.0, 0.0, -28, 0, 1.9, -17, 1.2, -3, 0
- N#Cc1ccccc1Sc1ccccc1C(=O)OCC(=O)NC12CC3CC(CC(C3)C1)C2
  -0.9, -0.7, 2, 0, ., 6, 0.8, -5, -2
- Cc1ccccc1NC(=O)COC(=O)CC1CCCC1
  -1.8, 0.8, 4, ?, -0.4, 5, -0.9, -5, -6
- CC(=O)N(CCC1(C(C)C)CCOC(C)(C)C1)C(C)c1cccs1 (stereo not drawn)
  -0.3, ?, -1, 4, 1.0, 5, 0.0, ?, -3
- Cc1nc2ccccn2c1-c1csc(Nc2cccc(C(=O)O)c2)n1
  2.2, -0.8, -2, -3, 0.3, 6, 0.9, -20, -8
- Cc1cc(OC(C)C(=O)NCC2CCC(C(=O)O)CC2)c2c3c(c(=O)oc2c1)CCC3 (stereo not drawn)
  -0.1, 1.0, -8, 0, 1.5, -3, 0.2, 4, -8
- O=S(=O)(NC1CCCC1)c1ccc(S(=O)(=O)N2CCc3ccccc32)cc1
  0.0, -1.2, 14, -5, ., -6, -0.8, -9, -1
- COc1ccc(NC(=O)Cn2c(=O)oc3cc(Cl)ccc32)c(OC)c1
  -0.7, -4.4, 8, 16, -2.1, 0, 0.1, -10, -9
- O=C(Nc1cccc(Cl)c1)C1CCCN(S(=O)(=O)c2cnc[nH]2)C1 (stereo not drawn)
  -1.4, -0.3, -3, -4, 2.3, 4, -0.6, -6, -4
- CN(CC1COc2ccccc2O1)C(=O)CCNS(=O)(=O)c1ccc(F)c(Cl)c1 (stereo not drawn)
  -1.0, -0.3, 3, 2, 0.2, 17, ., -1, -3
- CCn1c(Sc2ccc(N)cc2Cl)nc2ccccc21
  -3.4, -0.4, 11, 2, ., -3, -1.3, -4, 22
- O=C(NNC(=O)c1cc(Br)ccc1O)c1csc(N2CCOCC2)n1
  -1.8, 1.3, ., -1, ., 3, 76*, 2, .
- Cc1cc(C)n(-c2ccc(C(=O)Nc3ccc(N4CCOCC4)cc3)cc2)n1
  -3.2, 0.8, 3, 6, ., 0, -1.7, 6, -5
- CN(CC(=O)Nc1ccccc1C(F)(F)F)C(=O)CCc1nc2sc3c(c2c(=O)[nH]1)CCCC3
  0.5, -4.1, 6, 0, 0.8, 10, -1.6, 8, 8
- COc1ccc(C(CNC(=O)c2cccc(S(=O)(=O)Nc3ccccc3OC)c2)N2CCCC2)cc1 (stereo not drawn)
  -0.4, 1.2, -13, 4, 1.7, -4, ., 37*, -3
- O=C(O)c1cc(N=Cc2c(O)c3ccccc3oc2=O)ccc1O
  0.5, -2.4, -5, -7, -0.6, -5, 0.4, 0, -13
- N#Cc1ccc(N2CCCNCC2)nc1
  -0.8, -2.6, -6, -3, 1.7, 8, -0.7, -6, 3
- Nc1cncc(C(=O)O)c1
  -2.0&-4.4, 1.1&2.2, -1&-7, -8&2, 3.4&0.0, -6&3, -0.5&1.3, ?, -1&-1
- CCC(c1nnnn1-c1ccc2c(c1)OCCO2)N1CCC(n2c(=O)[nH]c3ccccc32)CC1 (stereo not drawn)
  -4.2, -0.5, 6, 3, 2.7, ., ., -6, -2
- CCOC(=O)c1ccc(NC2OC(=O)c3ccccc32)cc1 (stereo not drawn)
  -2.3, -0.2, 5, -1, ., 3, -1.3, -7, -1
- CCN(CC)S(=O)(=O)c1ccc2c(c1)nc(CCC(=O)O)n2C
  -0.9, 0.7, -4, 2, 0.5, 1, 0.5, -6, 0
- O=C(NCCCN1CCCCC1)C1CCN(c2ncnc3c2nc2n3CCCCC2)CC1
  0.3, 0.5, 2, -1, ., -1, 0.1, -4, -2

Reformatted: 2 of the compounds above.
mol | FadD28 FP inh | BoNT A protease | PrPC TRFRET | Anthrax LF prot | TcdB inh | Yp Topo-I inh | PfHsp40 rescue | BoNT-F LC inh | CCHFV vOTU inh
N#Cc1ccccc1Sc1ccccc1C(=O)OCC(=O)NC12CC3CC(CC(C3)C1)C2 | -0.9 | -0.7 | 2 | 0 | . | 6 | 0.8 | -5 | -2
Cc1ccccc1NC(=O)COC(=O)CC1CCCC1 | -1.8 | 0.8 | 4 | ? | -0.4 | 5 | -0.9 | -5 | -6
